# Compound activity (PubChem)
# aSyn rescue – qHTS of alpha-syn Inhibitors; AID 652106, 2013; Potency, µM (highest dose often 46.1 µM), for inactives: at the top dose growth rescue (activation), usual class: activators; 0.14% of 370,000 active; Yeast expressing alpha-synuclein, growth rescue, BacTiter-Glo, 24 h; further: potency means the concentration at half of the fitted maximal effect; % of control where 0% means no effect; nearly all actives have a fitted effect of over 65% in size
#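 Readout is rescue of growth in alpha-synuclein-expressing yeast, so inhibitors of toxicity appear as activators. Growth after 24 hr at 30 deg C in galactose medium is quantified by luminescence.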
# Akt phos inh – HTS Assay for Inhibitors of Akt Phophorylation: Primary Screen | 0.32% of 360,000 active | Neuro2A IGF-stimulated pAkt S473 HTRF, 20 min; stronger effect = lower value | activity change, % for hits at 50 µM; in the data active means activity change below about -80%; inconclusive means mostly about -51% to -80%; further: on the % scale 0 is the no-effect control and ±100 the full control effect
#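 Neuro2A cells (4,500/well, DMEM with 0.5% FBS) were treated with compound at a single 50 µM final concentration, stimulated with 6 nM IGF for 20 min at 37 °C, and lysed. Phospho-Akt Ser473 was read by HTRF as 665/615 ratio ×10^4.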
# GLP1R inv ag – qHTS of GLP-1 Receptor Inverse Agonists (Inhibition Mode); Glucagon-like peptide 1 receptor (Homo sapiens), P43220; 1.6% of 410,000 active; HEK293 GLP-1R CRE-luciferase, luminescence, 24 h; GLP-1R form is constitutively active; AID 624417, 2012; Potency, µM (titrated, usually from 38.3 µM), without a hit: top-dose activity change, negative = inhibition, hits mostly inhibitors; further: potency means the concentration at half of the fitted maximal effect; on the % scale 0 is the no-effect control and ±100 the full control effect; nearly all actives have a fitted effect of over 55% in size
# Target sequence (P43220 whole entry, looked up): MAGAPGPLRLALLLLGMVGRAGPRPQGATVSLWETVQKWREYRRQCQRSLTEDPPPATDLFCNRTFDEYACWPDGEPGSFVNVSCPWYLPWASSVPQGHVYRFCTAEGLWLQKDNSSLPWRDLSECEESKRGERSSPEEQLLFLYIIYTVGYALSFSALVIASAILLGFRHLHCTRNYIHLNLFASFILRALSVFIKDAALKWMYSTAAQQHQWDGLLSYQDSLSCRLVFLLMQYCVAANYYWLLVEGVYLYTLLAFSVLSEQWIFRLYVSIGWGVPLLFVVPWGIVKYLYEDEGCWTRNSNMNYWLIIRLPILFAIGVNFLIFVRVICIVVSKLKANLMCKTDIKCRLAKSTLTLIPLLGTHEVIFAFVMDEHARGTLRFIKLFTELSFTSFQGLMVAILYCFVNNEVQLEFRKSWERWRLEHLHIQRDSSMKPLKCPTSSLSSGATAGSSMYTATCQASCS
#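 HEK293 cells stably co-expressing a cAMP-responsive luciferase reporter and constitutively active GLP-1R were seeded, incubated 12 h, then exposed to compounds for 24 h at 37 C. Luminescence was read 12 min after detection reagent; inverse agonists lower signal.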
# PTHR1 ag – qHTS for PTHR1 Agonists: Primary Screen. HEK293 GP2 PTHR1 cells, GloSensor cAMP luminescence, 1 h. 0.075% of 410,000 active. Potency, µM (top dose mostly 115 µM), without a hit: at the top dose activation, most hits filed as activators; further: potency means the concentration at half of the fitted maximal effect; nearly all actives have a fitted effect of over 55% in size; some results filed as inactive show a strong effect at the top dose; inactives centre near -15; many of its hits are not listed in these tables
# Target sequence (Q03431 whole entry, looked up): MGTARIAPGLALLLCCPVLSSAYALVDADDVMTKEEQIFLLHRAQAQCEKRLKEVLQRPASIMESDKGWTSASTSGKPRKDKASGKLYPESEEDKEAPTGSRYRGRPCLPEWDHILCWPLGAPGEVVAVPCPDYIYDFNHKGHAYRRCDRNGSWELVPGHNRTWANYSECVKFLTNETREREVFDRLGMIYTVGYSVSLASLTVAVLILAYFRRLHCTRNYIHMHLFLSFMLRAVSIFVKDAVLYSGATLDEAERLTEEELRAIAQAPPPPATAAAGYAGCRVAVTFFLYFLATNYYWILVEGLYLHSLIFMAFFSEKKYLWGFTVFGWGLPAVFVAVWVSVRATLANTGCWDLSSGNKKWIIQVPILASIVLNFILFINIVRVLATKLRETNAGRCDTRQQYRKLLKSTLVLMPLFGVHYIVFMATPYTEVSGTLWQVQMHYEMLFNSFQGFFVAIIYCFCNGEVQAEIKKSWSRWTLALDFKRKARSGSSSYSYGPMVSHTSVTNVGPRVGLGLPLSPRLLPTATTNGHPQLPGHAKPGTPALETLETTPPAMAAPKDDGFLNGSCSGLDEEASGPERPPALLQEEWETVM
#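 HEK-293-derived GP2 cells expressing PTHR1 and a GloSensor cAMP reporter, 3,000/well, plated overnight, given luciferin plus IBMX (each 0.5 mM as added) for 1 h at 37 °C, then compound for 1 h at 37 °C. Luminescence was read after 15 min at room temperature.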
# FUS suppressor – qHTS for Suppressors of FUS Proteinopathy: Primary screen using FUS-linked yeast assay. Potency, µM (highest dose often 76.6 µM), inactives show at the top dose growth rescue (activation), most hits filed as activators. S. cerevisiae FUS-expressing, growth rescue, OD600, 24 h. AID 1347120, 2019. 0.24% of 390,000 active;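 further: potency means the concentration at half of the fitted maximal effect; plate controls were DMSO vehicle for no effect and reference control for full effect; nearly all actives have a fitted effect of over 55% in size; some results filed as inactive show a strong effect at the top dose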
#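 Restored growth of FUS-toxic S. cerevisiae, read as 600 nm absorbance after 24 h at 30C in galactose medium (starting OD 0.005). Controls CP55940 and DMSO.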
# GLP1R cytotox – qHTS of GLP-1 Receptor Inverse Agonists: Cytotox Screen | HEK293 cAMP-luciferase reporter cells, luminescence, 24 h | Potency, µM (titrated, usually from 38.3 µM), inactives show at the highest dose activity change, negative = inhibition, usual class: inhibitors | 0.13% of 410,000 active | AID 624418, 2012;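 further: loss of luciferase light is scored as toxicity; potency means the concentration at half of the fitted maximal effect; on the % scale 0 is the no-effect control and ±100 the full control effect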
#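 Luminescence readout: signal drop marks cytotoxicity. Plated cells grew 12 h at 37 °C, 5% CO2, received 23 nL compound for 24 h, then got luciferase reagent, read after 12 min at RT.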
# Abeta rescue – qHTS for compounds that reverse cellular toxicity of Amyloid beta (A-beta) peptide in yeast: Primary Screen. 0.063% of 410,000 active. Potency, µM (top dose mostly 46.1 µM), without a hit: at the highest dose growth rescue, most hits filed as activators. yeast expressing A-beta42, growth rescue, OD600, 48 h; response scale: 0% DMSO, 100% iron-clioquinol control; further: potency means the concentration at half of the fitted maximal effect; nearly all actives have a fitted effect of over 55% in size
#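 Yeast growth medium received pinned compounds, then yeast cells expressing toxic A-beta were added; plates incubated at 30 C for 48 hr. Growth read as absorbance at 600 nm, normalized to DMSO and equimolar FeCl3 plus clioquinol controls.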
# Mm-Cpn inhibitor – Inhibitors of TCP-1 ring complex (TRiC) of Methanococcus maripaludis (MmCpn): qHTS; Potency, µM (doses to about 76.9 µM), inactives show top-dose activity, negative = inhibition, most hits filed as inhibitors; 0.031% of 330,000 active; Chaperonin Mm-Cpn (Methanococcus maripaludis); AID 504842, 2011; purified Mm-Cpn ATPase, ADP Transcreener TR-FRET; further: potency means the concentration at half of the fitted maximal effect; on the % scale 0 is the no-effect control and ±100 the full control effect; nearly all actives have a fitted effect of over 80% in size
#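 ATPase read-out: TR-FRET ADP immunoassay (anti-ADP Eu cryptate vs ADP-d2), ex 320 nm, em 590/665 nm; signal drops as ADP forms. Enzyme 25 nM, ATP 10 uM, 30 min at 37°C after 10 min compound preincubation.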
# TDP-43 yeast inh – qHTS of TDP-43 Inhibitors. TDP-43 expressing yeast growth rescue, BacTiter-Glo, 24 h. AID 652104, 2013. 1.8% of 410,000 active. Potency, µM (highest dose often 46.1 µM), without a hit: at the highest dose growth rescue (activation), actives largely listed as activators; further: potency means the concentration at half of the fitted maximal effect; % of control where 0% means no effect; nearly all actives have a fitted effect of over 50% in size
#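 In this qHTS, compounds that restore growth of yeast expressing TDP-43 appear as activators. Cells (OD600=0.02, galactose medium, raffinose-pregrown) are incubated with compound 24 hr at 30 deg C and growth is quantified by BacTiter-Glo.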
# Numbers without * were called inactive; i = inactive; ? = inconclusive; . = not tested or not shown; [ ] = dose if it differs, or a comment. Unless noted, the call rests on the fitted dose curve; in most records, active means well fitted curve in the direction sought with a large enough effect; inconclusive means small, poorly fitted or top-dose-only effect, or another doubt; inactive means no such curve, though single readings can be large; an effect the other way counts as inactive or inconclusive. Not all compounds are listed; rates above refer to the full screens.
# Under each structure: Akt phos inh	GLP1R cytotox	TDP-43 yeast inh	Abeta rescue	GLP1R inv ag	PTHR1 ag	aSyn rescue	Mm-Cpn inhibitor	FUS suppressor
> CN(C)CCCN(C(=O)c1cccc(N2C(=O)CCC2=O)c1)c1nc2cc3c(cc2s1)OCO3
    i	-10%	-1%	10%	-11%	i	4%	2%	23%
> COc1cccc(N2CCN(C(=O)C3CCCN(S(=O)(=O)c4ccc(Br)s4)C3)CC2)c1 (stereo not given)
    .	7%	11%	10%	?	-26%	.	.	?
> CCc1nc2ccc(C(=O)NCCNC(C)=O)cn2c1N(CC)Cc1cccc(Br)c1
    i	0%	2%	-13%	26%	i	2%	.	1%
> CC(OC(=O)c1cccnc1)C(=O)Nc1ccc2c(c1)OCO2 (stereo not given)
    i	4%	-5%	-11%	10%	i	-5%	0%	-2%
> COc1ccc(-c2c(C)nn3c(-c4ccccc4)cc(C)nc23)cc1
    i	3%	0%	2%	1%	-30%	0%	5%	-18%
> COc1ccc(-c2nc3ccc(N4CCN(C)CC4)cc3c(=O)[nH]2)cc1
    i	3%	22%	0%	48%[activator]	-16%	0%	-3%	-1%
> COCCCNC(=O)Cc1ccccc1OC
    .	-3%	-7%	7%	1%	i	-1%	0%	-20%
> CCC(=O)NC(=S)Nc1ccc(NC(=O)c2ccc(OC)cc2)cc1
    i	-15%	1%	19%	1%	i	-2%	-3%	-16%
> Cc1ccc(S(=O)(=O)N2[C@@H](c3ccc(C(C)(C)C)cc3)C(C(=O)O)=CC[C@H]2c2ccc(C(C)C)cc2)cc1
    i	?	-8%	8%	3.2µM*	-96%[inhibitor]	-7%	2%	?
> CCOC(=O)N1CCN(C(=O)c2ccc3c(c2)N(Cc2ccc(F)cc2)CCS3)CC1
    i	0%	?	2%	?	-24%	5%	-9%	?
> COc1ccc(S(=O)(=O)CC(=O)Nc2nnc(C(F)(F)F)s2)cc1
    i	17%	-2%	-5%	11%	i	-1%	-1%	9%
> COc1ccc(-n2c(C)c3c(OC)cccc(=O)c3c2C)cc1
    i	0%	?	6%	?	-12%	-1%	-2%	.
> Cc1ccc(C(=O)C2=C(O)C(=O)N(c3ncccn3)C2c2ccccc2F)o1 (stereo not given)
    .	-29%	-13%	-11%	12%	-11%	-2%	-15%	19%
> O=[N+]([O-])c1cccc(-c2csc(Nc3ccccc3)n2)c1
    i	?	-89%[inhibitor]	-61%[inhibitor]	?	i	-30%	-6%	17%
> Cc1cc(S(=O)(=O)Nc2nc(CN3CCOCC3)nc3sc4c(c23)CCC4)ccc1F
    i	-11%	?	-3%	?	-27%	1%	-2%	?
> COC(C(=O)Nc1ccnn1C1CCN(C(=O)c2ccc(C)cc2)CC1)c1ccccc1 (stereo not given)
    i	4%	-9%	15%	14%	i	7%	0%	12%
> Fc1cccc2sc(N3CCCC3)nc12
    i	16%[7.66 µM]	1%	-8%	21%[7.66 µM]	-24%	2%	1%	-14%
> CC(C)(C)OC(=O)N1CCC(c2c(C(=O)NCCN3CCCC3)cnn2-c2ccc(Cl)cc2)CC1
    .	-3%	0%	0%	-29%	i	.	.	27%
> COC(=O)c1ccc(COC(=O)c2ccc(CS(=O)(=O)c3ccc(C)cc3)cc2)cc1
    i	0%	-1%	3%	-6%	-23%[57.5 µM]	-7%	0%	-15%
> COCCCNC(=O)c1sc2nc(C)c(C(=O)Nc3ccc(C)cc3C)c(-c3ccc(Cl)cc3)c2c1N
    .	0%	0%	-2%	?	-12%	.	.	?
> CC1=C(C)NC(=S)SC1
    .	5%	5%	15%	19%	i	-2%	-5%	-6%
> COCCN(C(=O)CSc1nn(-c2ccc(F)cc2)c(=S)s1)c1c(N)n(CC(C)C)c(=O)[nH]c1=O
    i	0%	2%	0%	-11%	i	-1%	2%	37%
> O=C(O)CC1SC(=Nc2ccccc2)N(c2ccccc2)C1=O (stereo not given)
    i	-2%	3%	-4%	-18%	5%[57.5 µM]	0%	3%	1%
> Cc1cccc(C)c1NC(=O)CCSc1nc(-c2ccc3c(c2)OCO3)cc(C(F)(F)F)n1
    .	0%	-8%	-20%	-1%	-22%	-1%	.	-25%
> COc1cc(NC(=O)COC(=O)/C=C/c2ccc(OC)c(OC)c2)cc(OC)c1
    i	-10%	6%	27%	3%	-5%	7%	1%	7%
> CCOCCCNc1ccc(N2C(=O)CCCC2=O)cc1[N+](=O)[O-]
    i	?	-7%	-3%	11%	-13%	-12%	0%	-3%
> COc1ccccc1CN(C)C(=O)CN1CCN(S(=O)(=O)c2ccc3c(c2)OCCCO3)CC1
    i	2%	1%	1%	-35%	-19%	11%	3%	-3%
> Cc1ccc(-n2nnc(-c3cc4ccccc4n3C)n2)cc1
    i	35%[activator]	4%	7%	22%	-68%[inhibitor]	-1%	.	-3%
> O=C(Cc1ccccc1)NNC(=S)NC(=O)c1cccnc1
    i	5%	-7%[1.82 µM]	-3%	0%	-33%[inhibitor]	9%	-3%	-3%
> C[C@]12CC[C@@H]3c4ccc(O[C@@H]5O[C@H](C(=O)O)[C@@H](O)[C@H](O)[C@H]5O)cc4CC[C@H]3[C@@H]1C[C@@H](O)[C@@H]2O
    i	-25%	0%	-20%	-80%	i	1%	0%	-20%
> O=[N+]([O-])c1cccc(N/N=C/c2cccc(O)c2O)c1
    i	?	13µM*	2%	?	-37%[inhibitor]	16%	-3%	11%
> COCCn1c(SC2CCOC2=O)nc2ccccc2c1=O (stereo not given)
    i	10%	23%	3%	22%	i	2%	1%	12%
> C[C@@H]1Cc2[nH][nH]c(=O)c2[C@H](C)O1
    i	5%	0%	-7%	2%	-8%	-7%	.	-20%
> CCCc1nc2ccc(C)cn2c1Cc1ccccc1
    i	19%	-12%	5%	18%	18%	4%	.	-2%
> CCN(CC(=O)Nc1ccccc1C(F)(F)F)C(=O)Cc1cccs1
    i	-35%	4%	-3%	-14%	i	-1%	-1%	-15%
> CCOC(=O)c1c(CN(C)C)n(-c2ccccc2)c2cc(Br)c(OC)cc12
    i	1%	0%	12%	?	i	0%	1%	9%
> FC(F)(F)c1ccccc1Cc1c(-c2ccc(Cl)cc2)nc2ccc(Br)cn12
    i	-13%	-1%	-31%[inhibitor]	-23%	4%	-1%	.	-1%
> O=C(c1ccc(Br)cc1)N1CCC(C(=O)N2CCN(c3ccccc3)CC2)CC1
    i	4%	23%	18%	?	-22%	1%	-3%	22%
> O=C(CN1CCN(c2ccc(Cl)cc2)CC1)Nc1ccc(Cl)c(C(F)(F)F)c1
    .	-3%	?	?	?	i	.	.	28%
> NC(=O)C1(N2CCCCC2)CCN(CC(=O)Nc2ccc(Oc3ccccc3)cc2)CC1
    .	-8%	-18%	4%	0%	i	2%	.	9%
> Cc1sc(NC(=S)NC(=O)c2ccccc2)c(C#N)c1C
    i	-4%	0%	10%	7%	-7%	1%	.	32%
> CCN(CC)S(=O)(=O)c1ccc(C(=O)Nc2ccc(OCC(=O)N3CCOCC3)cc2)cc1
    i	-18%	-8%	-12%	-1%	i	-4%	-2%	15%
> COC(=O)C[C@H]1C=C[C@@H](NC(=O)NC2CCCCC2)[C@@H](CO)O1
    i	1%	9%	-7%	21%	i	-10%	.	-10%
> O=C(Nc1ccccc1N1CCOCC1)c1cccc(S(=O)(=O)Nc2ccccc2F)c1
    i	6%	19%	-8%	9%	-26%	1%[1.84 µM]	-7%	?
> CCCCOc1ccc(C(=O)Oc2ccc(C)nc2)cc1
    i	1%	-8%	-12%	-7%	-10%[57.5 µM]	-13%	-2%	23%
> CCn1c(CSCc2ccc(C)cc2)n[nH]c1=S
    i	2%	?	?	?	i	-10%	0%	-2%
> Cc1ccccc1CS(=O)(=O)Cc1ccc(C(=O)NCc2ccccn2)o1
    i	4%	-2%	17%	1%	i	-1%	0%	18%
> CCCCC(CC)CN=C(N)NC(N)=NCCCCCCN=C(N)NC(N)=NCC(CC)CCCC (stereo not given)
    i	?	-88%[inhibitor]	-93%[inhibitor]	?	-69%[inhibitor]	-44%[inhibitor]	?	?
> O=C1NC2(CCCCC2)N=C1c1ccc(F)cc1
    i	-9%	-29%	-3%	0%	i	-14%	-13%	13%
> Cc1cc2c(cc1C)CSC(c1ccc3ccccc3c1O)SC2
    i	-17%	10%	0%	-8%	-2%[57.5 µM]	7%	-1%	5%
> CCCCCCCCCCSc1n[nH]c(N)n1
    i	3%	-26%[9.22 µM]	-65%[inhibitor]	124%[activator]	i	-53%[inhibitor]	1%	16%
> CC(Oc1ccccc1)C(=O)N1CCN(c2ccc(N3CCCCC3)nn2)CC1 (stereo not given)
    i	-2%	4%	-7%	?	-8%	0%	1%	-4%
